PglD inh: inhibitors of Campylobacter jejuni PglD acetyltransferase. 360,000 compounds, 0.098% hits. AID 602405. inhibition, % at 12.5 µM. purified PglD enzyme, DTNB colorimetric CoA detection; in the data active = inhibition above about 16%, passing the limit was not always enough; also: strong numbers were not always called active
RAD52 inh: inhibitors of human RAD52 DNA annealing; recombinant RAD52 DNA annealing, FRET fluorescence; inhibition, % at 18.7 µM; 360,000 compounds, 0.46% hits; AID 651710;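 active = every replicate showing at least 50% inhibition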
PGC1a acetyl inh: lowers PGC1a acetylation signal in U2OS cells; AlphaScreen anti-acetyl-lysine; with virally co-expressed GCN5 acetyltransferase; inhibition, % at 15.6 µM; 350,000 compounds, 0.17% hits;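 active = every replicate shows inhibition of at least 40%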;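 also: 0% = neutral control wells and 100% = positive control wells; some results beyond the cut were filed as inactive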
ERAP1 inh: blocks human ERAP1 aminopeptidase activity. inhibition, % at 10.7 µM. Q9NZ08. 340,000 compounds, 0.15% hits. recombinant ERAP1, Leu-AMC fluorescence, 60 min;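 active = mean replicate inhibition of at least 30%, or all replicates individually reaching that 30% level; inactive = mean below 30% and not every replicate reaching it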;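 also: 0% = neutral control wells and 100% = L-leucinethiol positive control wells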
Target sequence (Q9NZ08 whole entry, looked up): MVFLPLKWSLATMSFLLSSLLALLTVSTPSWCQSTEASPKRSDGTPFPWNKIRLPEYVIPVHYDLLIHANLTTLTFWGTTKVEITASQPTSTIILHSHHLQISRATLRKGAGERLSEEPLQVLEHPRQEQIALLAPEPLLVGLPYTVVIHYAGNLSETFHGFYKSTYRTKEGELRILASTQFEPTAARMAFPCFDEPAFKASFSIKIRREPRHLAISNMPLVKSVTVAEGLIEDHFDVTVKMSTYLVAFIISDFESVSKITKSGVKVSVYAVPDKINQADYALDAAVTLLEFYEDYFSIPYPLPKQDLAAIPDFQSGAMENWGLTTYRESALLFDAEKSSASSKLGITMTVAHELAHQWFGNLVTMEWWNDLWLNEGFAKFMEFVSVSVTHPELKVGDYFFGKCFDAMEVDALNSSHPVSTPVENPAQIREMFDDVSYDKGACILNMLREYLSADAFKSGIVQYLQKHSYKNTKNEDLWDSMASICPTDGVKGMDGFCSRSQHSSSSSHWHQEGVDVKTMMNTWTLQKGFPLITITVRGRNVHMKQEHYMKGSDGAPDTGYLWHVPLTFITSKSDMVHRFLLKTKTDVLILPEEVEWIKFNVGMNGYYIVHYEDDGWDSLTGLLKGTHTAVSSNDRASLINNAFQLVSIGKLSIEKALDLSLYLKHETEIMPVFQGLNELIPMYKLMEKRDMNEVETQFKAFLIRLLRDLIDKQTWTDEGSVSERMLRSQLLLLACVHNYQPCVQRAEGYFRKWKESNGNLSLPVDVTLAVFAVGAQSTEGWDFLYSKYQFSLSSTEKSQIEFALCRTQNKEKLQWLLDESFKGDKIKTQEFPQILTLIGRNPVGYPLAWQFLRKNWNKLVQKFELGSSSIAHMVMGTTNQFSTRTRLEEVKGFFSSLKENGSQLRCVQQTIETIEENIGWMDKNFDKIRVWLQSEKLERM
E-sel inducer: induces E-selectin expression in human endothelial cells; activation, % at 7.58 µM; 260,000 compounds, 0.37% hits; AID 686992; P16581; HUVEC E-selectin immunofluorescence imaging; normalized: neutral wells 0, TNF-alpha wells 100;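 active = mean E-selectin-positive cell signal at least 10% of the positive control, reached in at least 60% of replicates, without over 20% cell loss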;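 also: in these data hits start at about 27%; measured in HUVEC primary endothelial cells; signal is the percent of cells scored E-selectin positive by PE staining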
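Read-out basis: % PE-positive cells; Test system: HUVEC primary endothelial cells; Technique: immunofluorescence imaging; Dosing: single-point compound dose.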
RAD54 inh: RAD54 (human) branch migration inhibition; Q92698; RAD54 Holliday junction branch migration, FAM/BHQ fluorescence; inhibition, % at 10.4 µM; 360,000 compounds, 0.14% hits; AID 602329;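 active = mean normalized replicate activity at least 40 and at least half of replicates scoring 40 or more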;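 also: 0% = median of neutral control wells and 100% = median of positive control wells; inhibitors cause a drop in the FAM fluorescence signal; in these data hits start at about 50%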
miR-122 sensor: blocks miR-122 activity in Huh7 sensor cells | Huh7 miR-122 Renilla luciferase sensor, 48 h; neutral wells = 0, positive control = 100 | activation (reporter increase), % at 12.5 µM | 340,000 compounds, 0.3% hits | AID 602342;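 active = mean replicate activation score at least 90 and every replicate individually at or above 90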;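 also: higher luciferase means less miR-122 activity so hits act as miR-122 inhibitors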
Cneo AK release: causes C. neoformans cell lysis; adenylate kinase release luminescence, 4 h; normalised: neutral wells 0, clomiphene wells 100; AID 651654; lysis activity, % at 15 µM; 360,000 compounds, 0.2% hits;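 active = mean lysis activity across replicates of at least 80%, whatever share of replicates individually reach that level; inactive = mean lysis activity below 80%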
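read-out = cell lysis signal | test system = log-phase Cryptococcus neoformans yeast cells | input = cells at 5 × 10^6 per mL | medium = fresh YPD growth medium | signal = luminescent adenylate kinase detection reagent | timing = 4 h at 37 °C static, read 1 h later | dosing = single dose | controls = Clomiphene as positive lysis control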
Active calls of the source: *; . = not tested or not shown; & = joins results of further samples; [ ] = remark or other dose.

Each structure is followed by: PglD inh	RAD52 inh	PGC1a acetyl inh	ERAP1 inh	E-sel inducer	RAD54 inh	miR-122 sensor	Cneo AK release
CCOc1ccc(NN=C(C(=O)OC)C(=O)OC)c([N+](=O)[O-])c1
→ 2	-13	-3	-3	-0.2	-5	-2	9
CCc1ccc(NC(=O)CSc2ccc(-c3ccccn3)nn2)cc1
→ 1	0	.	-2	-0.1	0	6	-5
CC(=O)c1ccc(OCC(O)CN2CCN(CCO)CC2)cc1 (configuration not stated)
→ 0	-5	1	.	.	-18	-7	0
COc1cc2c(cc1OC)CN(C(=O)CCNC(=O)c1ccc(Br)cc1)CC2
→ 8	-6	13	6	-0.2	5	-8	-3
CCc1cccc(NC(=S)N(CCOC)C2CCN(C(C)=O)CC2)c1
→ 1	-10	.	3	0.0	5	.	10
CC(=O)Nc1cccc(-c2ccnc3c2CC(C(=O)NCc2ccc(N(C)C)cc2)O3)c1 (configuration not stated)
→ 5	-17	.	-2	-0.9	-5	.	-1
C[C@H]1CN([C@@H](C)CO)C(=O)c2cccc(NS(=O)(=O)c3ccccc3)c2O[C@@H]1CN(C)Cc1ccc(Oc2ccccc2)cc1
→ -1	-2	-3	0	-0.3	-1	-3[16.7 µM]	5
O=C(C[C@@H]1CC[C@@H]2[C@H](COC[C@H](O)CN2Cc2ccc(F)cc2)O1)NCc1ccncn1
→ -4	11	3	2	-0.1	-1	5[16.7 µM]	-1
O=C(N[C@@H](Cc1ccccc1)C(=O)Nc1ccc(F)cc1)C1CCNCC1
→ -7	3	-3	3	.	-28	-2	1
O=C(CCNC(=O)c1ccccc1Cl)NCc1ccco1
→ 3	-8	.	0	4.8	2	.	-2
CCN(c1ccc(OC)cc1)S(=O)(=O)N1CCCC(C(=O)NC(C)c2ccccc2)C1 (configuration not stated)
→ -3	6	.	3	3.0	4	5	0
Cc1ccccc1OCCNc1cc(N2CC(C)NC(C)C2)ccc1[N+](=O)[O-] (configuration not stated)
→ -6	40	-24	6	0.1	13	-5	-1
CCCCn1c(-c2ccoc2C)n[nH]c1=S
→ 4	.	9	.	.	-7	2	1
C=CCc1cc(C(=O)N2CCCCC2)ccc1O
→ 2	.	.	.	.	7	7	2
CCC(=O)N(C)C[C@H]1Oc2cc(C#Cc3cccnc3)ccc2S(=O)(=O)N([C@H](C)CO)C[C@H]1C
→ 1	2	-2	-3	0.2	6	-11[16.7 µM]	-3
CCOCCCNCc1ccc(OCc2ccc(F)cc2)c(OC)c1
→ 7	1	-8	-1	7.8	-3	-5	-1
Cc1ccc(S(=O)(=O)Nc2cccc3c2O[C@H](CN(C)S(=O)(=O)c2ccc(F)cc2)[C@H](C)CN([C@H](C)CO)C3=O)cc1
→ 1	.	-1	.	-0.5	4	8[16.7 µM]	-1
Cc1cccc(NS(=O)(=O)c2ccc(C(=O)N3CCCCCC3)cc2)c1C
→ -6	-5	-27	-1	-0.4	-7	-2	0
CC12C=CC(=O)C=C1C(F)CC1C3CCC(O)(C(=O)CO)C3(C)CC(O)C12F (configuration not stated)
→ .	-16	1	1	2.3	.	-2	.
CCCNC(=O)N1CCC2(CC1)CN(C(=O)NC(C)C)[C@@H](CO)c1c2c2ccc(OC)cc2n1C
→ .	9	3	0	0.7	.	.	.
COc1ccc(OCc2nnc(SCC(N)=O)n2-c2ccccc2OC)cc1
→ -1	.	.	.	.	-13	-17	-2
CC1=C(C#N)C(c2cccnc2)C2=C(CC(c3ccc(Cl)cc3)CC2=O)N1 (configuration not stated)
→ 6	.	-12	.	.	-10	10	-2
CCOC(=O)N1CCN(C(=O)c2sc3nc(-c4ccc(F)cc4)cn3c2C)CC1
→ 0	.	0	.	.	-3	-13	0
CS(=O)(=O)N1[C@H](C#N)[C@@H](c2ccc(C#Cc3cccc(F)c3)cc2)[C@@H]1CO
→ 0	-113	1	-2	-0.3	-5	.	-1
COc1cc(-c2nnc(SCC(=O)c3ccc(C)cc3)o2)cc(OC)c1OC
→ 1	-3	-10	-2	.	5	-9	0
COc1cccc(C2CC(c3ccccc3Cl)n3nc(N)nc3N2)c1 (configuration not stated)
→ 0	.	-5	.	.	16	2	1
CC(C)(C)OC(=O)NCCc1nnc(SCC(=O)Nc2ccc(Br)cc2)o1
→ -4	-7	1	-7	-0.1	1	-2	-7
C[C@H](O)C#Cc1cnc2c(c1)C(=O)N([C@H](C)CO)C[C@H](C)[C@@H](CN(C)Cc1cncnc1)O2
→ -4	.	-1	.	-2.3	-2	2[16.7 µM]	-1
CO[C@H]1CN(C)C(=O)c2cc(NC(=O)Nc3c(C)noc3C)ccc2OC[C@H](C)N(CC2CC2)C[C@H]1C
→ -4	-8	1	-1	0.3	3	.	-4
O=C(Nc1c(-c2ccccc2)nc2ccc(Cl)cn12)c1cccs1
→ 2	.	-3	.	-0.2	-7	-5	2
CCN(CC)S(=O)(=O)c1ccc(N2CCOCC2)c(NS(=O)(=O)c2cccs2)c1
→ 2	-5	.	-5	.	-6	.	0
Cc1ccc(S(=O)(=O)NC(=O)NCCc2ccccc2)cc1
→ .	-13	3	-1	.	.	5	.
C[C@@H]1CN([C@H](C)CO)S(=O)(=O)c2ccc(C#CCC3CCCC3)cc2O[C@H]1CN(C)C(=O)CN(C)C
→ 2	49	-11	6	2.6	8	-5[16.7 µM]	0
COc1ccc(OC)c(C(=O)c2coc3ccc(OCC(=O)O)cc23)c1
→ -3	.	-3	.	.	-2	-1	6
Cc1[nH]n(-c2ccccc2)c(=O)c1C=Nc1ccc(S(N)(=O)=O)cc1
→ -2	-5	6	2	5.3	1	-8	0
COc1ccc2c(c1)cc(C(=O)N[C@@H](Cc1ccccc1)C(=O)O)n2C
→ 6	-7	4	-2	.	9	8	-3
CC(C)N(Cc1ccccc1)C(=S)NCCN1CCOCC1
→ .	-10	8	0	-0.5	.	.	.
C[C@@H]1CN([C@@H](C)CO)C(=O)Cc2cc(NC(=O)CCN3CCOCC3)ccc2O[C@H]1CN(C)C(=O)Nc1cccc2ccccc12
→ .	-1	-8	2	0.0	.	.	.
CCCCCN1C(=O)/C(=C/c2c(N3CCc4ccccc4C3)nc3ccccn3c2=O)SC1=S
→ -6	-27	9	.	-0.5	-1	-7	-1
COc1ccc(-c2nc(C#N)c(NCC3CCCO3)o2)cc1OC (configuration not stated)
→ -4	.	0	.	.	5	4	-1
CC(=O)C1=CCC(c2ccc(F)cc2)N(S(=O)(=O)c2ccc(C)cc2)C1 (configuration not stated)
→ -5&-5	-8&-15	1&-16	-9&7	1.3&-0.2	-9&-9	9&7	6&-1
C/C=C/c1cnc2c(c1)C(=O)N([C@H](C)CO)C[C@H](C)[C@H](CN(C)S(=O)(=O)c1cccs1)O2
→ -2	5	4	21	-0.2	-2	4[16.7 µM]	2
CC(=O)Cn1ncc(N2CCOCC2)c(Cl)c1=O
→ 2	-18	-9	-1	0.0	-1	.	0
CN(C)CCN(Cc1ccco1)S(=O)(=O)c1csc(C(N)=O)c1
→ .	-16	1	-3	0.9	.	-16	.
Cc1ccc(NC(=O)Nc2ccc3c(c2)OCO3)c(Br)c1
→ 6	-11	2	2	-0.2	-3	2	1
C[C@H](CO)N1C[C@H](C)[C@@H](CN(C)Cc2ccccc2)OCCCC[C@H](C)Oc2ccc(NS(=O)(=O)c3ccccc3)cc2C1=O
→ -1	-3	15	1	0.1	6	9[16.7 µM]	1
COc1cc(S(=O)(=O)n2nnc3ccccc32)c(OC)cc1Cl
→ -5	.	4	.	.	-19	24	0
CC(C)Oc1ccc(CNC(=O)c2ccc3nc(N4CCOCC4)sc3c2)cc1
→ 8	-13	-5	-6	0.0	7	-3	-1
COc1cc2c(cc1OC)C(c1cc3cc4c(cc3[nH]c1=O)OCO4)N(C(=O)C1CC1)CC2 (configuration not stated)
→ -8	-9	8	2	.	0	-7	-6
CCOc1ccc(N(C(=O)c2ccc(S(=O)(=O)N3CCCC3)cc2)C2C=CS(=O)(=O)C2)cc1 (configuration not stated)
→ 3	-8	-4	1	-0.1	-16	.	0
COc1ccc2nc(-c3ccc(Cl)cc3)cc(C(=O)O)c2c1
→ 0	-3	8	.	1.9	7	14	-15
Cc1ccc([C@@H]2CC(=O)[C@@H]3CN(S(=O)(=O)c4ccc(C)cc4)[C@H](c4cccc(Cl)c4)C[C@@H]3N2S(=O)(=O)c2ccc(Cl)cc2)cc1
→ 3	0	1	.	-8.9	2	-6	-2
COc1ccc(N2CCN(C(=O)NC3CCCCC3)CC2)cc1
→ -8	.	5	.	.	1	0	1
CCOC(=O)c1nc2cc3n(c(CC(C)C)c-2c1C)CC(C)=C3C
→ -3	.	.	.	.	-6	14	1
O=C(C[C@H]1CC[C@@H](NC(=O)c2ccccc2)[C@@H](CO)O1)NCc1ccncn1
→ 3	1	1	3	0.2	-7	.	3

Part of the list above, reformatted.
| SMILES | PglD inh | RAD52 inh | PGC1a acetyl inh | ERAP1 inh | E-sel inducer | RAD54 inh | miR-122 sensor | Cneo AK release |
| --- | --- | --- | --- | --- | --- | --- | --- | --- |
| Cc1ccc(NC(=O)Nc2ccc3c(c2)OCO3)c(Br)c1 | 6 | -11 | 2 | 2 | -0.2 | -3 | 2 | 1 |
| C[C@H](CO)N1C[C@H](C)[C@@H](CN(C)Cc2ccccc2)OCCCC[C@H](C)Oc2ccc(NS(=O)(=O)c3ccccc3)cc2C1=O | -1 | -3 | 15 | 1 | 0.1 | 6 | 9[16.7 µM] | 1 |
| COc1cc(S(=O)(=O)n2nnc3ccccc32)c(OC)cc1Cl | -5 | . | 4 | . | . | -19 | 24 | 0 |
| CC(C)Oc1ccc(CNC(=O)c2ccc3nc(N4CCOCC4)sc3c2)cc1 | 8 | -13 | -5 | -6 | 0.0 | 7 | -3 | -1 |
| COc1cc2c(cc1OC)C(c1cc3cc4c(cc3[nH]c1=O)OCO4)N(C(=O)C1CC1)CC2 (configuration not stated) | -8 | -9 | 8 | 2 | . | 0 | -7 | -6 |
| CCOc1ccc(N(C(=O)c2ccc(S(=O)(=O)N3CCCC3)cc2)C2C=CS(=O)(=O)C2)cc1 (configuration not stated) | 3 | -8 | -4 | 1 | -0.1 | -16 | . | 0 |
| COc1ccc2nc(-c3ccc(Cl)cc3)cc(C(=O)O)c2c1 | 0 | -3 | 8 | . | 1.9 | 7 | 14 | -15 |
| Cc1ccc([C@@H]2CC(=O)[C@@H]3CN(S(=O)(=O)c4ccc(C)cc4)[C@H](c4cccc(Cl)c4)C[C@@H]3N2S(=O)(=O)c2ccc(Cl)cc2)cc1 | 3 | 0 | 1 | . | -8.9 | 2 | -6 | -2 |

Hits appear at their usual frequency; any-hit rate near 1.4%.
